Source: PubChem BioAssay (several laboratories)
BH1578 lux ind: inducers of Vibrio cholerae quorum light production without autoinducers | V. cholerae BH1578 lux reporter, luminescence, 6 h | activation, % at 18.7 µM | 350,000 compounds, 0.16% hits | AID 588436; in the data active = activation mostly above about 9.7%, no sharp cut-off; inconclusive = no clear call, values can overlap the other calls; inactive = mostly below about 3.7%; also: not every result past the cut was called active; inactives centre near 0; reference of the scale not given here
PfHsp40 yeast: restores yeast growth despite PfHsp40 toxicity; S. cerevisiae expressing PfHsp40, growth rescue, ATP luminescence; 340,000 compounds, 0.68% hits; growth rescue, % at 12.5 µM; in the data active = growth rescue above about 28%, passing the limit was not always enough; inconclusive = no clear call, values can overlap the other calls;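 also: yeast W303a lacking pdr1 and pdr3 grown in galactose medium; growth measured after three days at 30 °C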
BoNT A protease: inhibitors of Botulinum neurotoxin A light chain protease | multiplex microsphere protease substrate cleavage, flow cytometry | inhibition, % at 10 µM | 360,000 compounds, 0.17% hits; also: plate controls were buffer without enzyme for full effect and enzyme alone for no effect
3CLpro inhibitor: SARS-CoV 3CLpro protease inhibition | inhibition, % at 6 µM | P0C6X7 | AID 1706 | recombinant SARS-CoV 3CLpro, quenched FRET peptide cleavage | 290,000 compounds, 0.14% hits; in the data active = inhibition above about 12%
SSB-PriA inh: blocks PriA binding to SSB C-terminal tail | AlphaScreen SSBct-PriA binding, biotinylated peptide | inhibition, % at 33 µM | 430,000 compounds, 0.6% hits | AID 1272365; in the data active = inhibition mostly above about 37%, no sharp cut-off; inactive = mostly below about 20%;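 also: plate controls were negative control peptide for no effect and reference peptide for full effect; strong numbers were not always called active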
Anthrax LF prot: anthrax lethal factor protease inhibition; P15917; multiplex microsphere protease cleavage assay, LF; inhibition, % at 10 µM; 360,000 compounds, 0.12% hits; also: plate controls were buffer without enzyme for full effect and enzyme alone for no effect
Target sequence (P15917 whole entry, looked up): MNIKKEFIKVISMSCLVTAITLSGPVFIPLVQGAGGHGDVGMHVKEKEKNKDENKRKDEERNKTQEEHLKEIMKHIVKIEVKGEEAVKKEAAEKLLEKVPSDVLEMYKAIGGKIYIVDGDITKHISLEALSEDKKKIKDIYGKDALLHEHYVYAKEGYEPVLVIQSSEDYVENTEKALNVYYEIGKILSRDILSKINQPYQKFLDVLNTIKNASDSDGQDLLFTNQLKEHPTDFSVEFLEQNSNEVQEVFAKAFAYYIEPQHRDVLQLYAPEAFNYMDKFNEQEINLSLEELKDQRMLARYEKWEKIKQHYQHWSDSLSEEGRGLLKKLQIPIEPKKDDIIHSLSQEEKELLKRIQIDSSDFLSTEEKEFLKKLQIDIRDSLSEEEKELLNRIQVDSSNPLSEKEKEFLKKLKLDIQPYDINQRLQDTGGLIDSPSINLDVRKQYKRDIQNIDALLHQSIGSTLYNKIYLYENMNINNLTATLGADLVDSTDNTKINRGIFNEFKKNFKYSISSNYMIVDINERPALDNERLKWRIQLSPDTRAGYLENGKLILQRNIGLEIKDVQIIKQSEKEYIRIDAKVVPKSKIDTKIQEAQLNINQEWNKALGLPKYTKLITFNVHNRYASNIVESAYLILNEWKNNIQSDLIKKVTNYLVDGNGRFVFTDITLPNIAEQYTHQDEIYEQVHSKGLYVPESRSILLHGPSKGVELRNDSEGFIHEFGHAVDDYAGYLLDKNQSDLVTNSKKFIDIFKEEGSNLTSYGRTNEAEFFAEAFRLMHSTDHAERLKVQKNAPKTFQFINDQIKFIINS
Y pestis TopoI: Y. pestis Topo-I inhibition via cleavage products | Y. pestis Topo-I cleavage product accumulation, plate reader | activity, % at 10 µM | 360,000 compounds, 0.064% hits; in the data active = activity above about 50%, passing the limit was not always enough; inconclusive = no clear call, values can overlap the other calls; also: inactives centre near 2
TcdB GH inh: inhibitors of Clostridioides difficile toxin B glycohydrolase | P18177 | TcdB glycohydrolase enzymatic assay, plate reader | inhibition, % at 9.99 µM | 350,000 compounds, 0.24% hits | AID 652162; in the data active = inhibition above about 10%
PrPC surface inh: reduces human prion protein on the cell surface; cell surface PrPC, TR-FRET read-out; AID 720596; P04156; inhibition, % at 13.8 µM; 370,000 compounds, 0.43% hits; in the data active = inhibition above about 24%; also: 0% = median of the test wells and 100% = reference compound wells
* hit, by the source's call; i = inactive; ? = inconclusive; . = no result given. Rule as the data show it, unless noted: active = inhibition above about 30%; inconclusive = no clear call, values can overlap the other calls; inactive = below that. Not all compounds are listed; the hit share may differ from the screen's.

SMILES	BH1578 lux ind	PfHsp40 yeast	BoNT A protease	3CLpro inhibitor	SSB-PriA inh	Anthrax LF prot	Y pestis TopoI	TcdB GH inh	PrPC surface inh
COc1ccc(N2CCN(c3nc(NCCc4ccc(OC)c(OC)c4)nc(OC)n3)CC2)cc1	i	2.6	?	3	-17	-5	4	.	6
O=C(O)c1cccc(NN=C2c3ccccc3-c3ccccc32)c1	i	269*	-0.7	11	12	-5	-8	1.1	4
COc1ccc([C@H]2CC(=O)C=C(/C=C/c3ccc(C(F)(F)F)cc3)C2)cc1	0.6	-0.8	0.4	.	-6	-2	-2	2.1	-2
CCOc1ccc(N(Cc2ccccc2F)C2=NC3CS(=O)(=O)CC3S2)cc1 (stereo not drawn)	-1.1	1.2	-0.6	-4	-6	-10	4	1.3	-5
COC(=O)C1=C(c2ccc(OC(F)(F)F)cc2)C[C@@H]2CC[C@H]1N2C(=O)NCc1cc(C)oc1C(F)(F)F	i	5.9	0.7	.	-3	-4	16	1.1	19
O=C(c1ccc(N2CCCC2)c([N+](=O)[O-])c1)N1CCN(S(=O)(=O)c2ccc(Cl)cc2)CC1	i	-1.3	-0.7	.	2	7	29	-1.4	-9
Cc1ccc(OCC(=O)Nc2nnc(S(=O)(=O)N3CCCCCC3)s2)cc1	-0.2	-0.9	-0.1	10	-3	1	5	1.5	-7
O=C1N[C@@H](c2ccccc2)COC(=O)[C@H](Cc2ccc(F)cc2)C/C=C\C[C@H]1CC(=O)N(CCO)Cc1ccccc1	i	0.7	-0.2	.	4	-3	25	-0.3	2
CN(C)CC(=O)N1c2ccccc2Sc2ccc(Cl)cc21	-0.3	-0.9	-1.3	-6	-4	-2	5	1.4	-3
O=C(CNC(=O)c1ccc(S(=O)(=O)N2CCCC2)cc1)N/N=C/c1ccccc1	-1.0	-1.2	-0.1	6	.	-3	1	.	9
O=C(Nc1nnc(CCS(=O)(=O)c2ccc3ccccc3c2)s1)c1cccs1	-0.5	-1.7	1.1	0	-11	-1	1	.	0
CCOc1ccccc1N(CC(=O)Nc1ccccc1C(=O)N1CCOCC1)S(C)(=O)=O	i	-0.7	-45	-2	2	-13	5	0.0	-6
CCCC1NC(=O)c2cccnc2-n2c1nc1ccc(Cl)cc1c2=O (stereo not drawn)	-0.6	.	-0.3	.	.	0	11	1.4	0
O=C(COC(=O)c1ccc2c(c1)OCCO2)Nc1cccc(S(=O)(=O)N2CCOCC2)c1	.	0.4	0.2	5	-7	-6	1	3.9	4
CCOC(=O)c1ccc(N(C(=O)c2ccco2)C(C(=O)NC2CCCC2)c2ccncc2)cc1 (stereo not drawn)	-0.2	-0.1	0.9	2	2	1	6	-4.5	13
CCOP(=O)(O)c1ccccc1OCCCCCOc1ccccc1P(=O)(O)OCC	i	0.2	0.3	-5	-8	4	1	-1.7	2
O=S(=O)(NC1CC1)c1ccc(S(=O)(=O)N2CCCc3ccccc32)cc1	i	-0.9	-1.0	2	-9	-5	19	-0.3	4
NC(=O)c1ccc(=O)n(Cc2ccc(F)c(F)c2)c1	i	-0.6	-1.7	3	-6	-4	-5	0.7	-7
Cc1cccc(C)c1NC(=O)Nc1ccccc1-n1ccnc1	-0.3	0.0	-0.6	2	-8	1	-6	-0.5	0
Cc1ccc([C@H]2C[C@H](O)[C@@H](n3cc(C4CC4)nn3)CN2C(=O)C2CCCCC2)cc1	-0.4	.	-0.3	.	.	-1	0	1.3	6
c1ccc2nc3c(ccc4ccccc43)cc2c1	-3.3	2.1	0.9	.	-18	-3	2	3.0	-5
O=C(Cc1ccc(Cl)cc1)Nc1ccc(S(=O)(=O)N2CCOCC2)cc1	-0.4	0.1	0.5	0	-11	0	-6	-2.0	6
CCOC(=O)C1(CC2CCCCO2)CCN(Cc2cccnc2)CC1 (stereo not drawn)	0.2	-1.9	0.6	1	-6	0	-5	2.4	-4
CCOc1ccc(C=NC23CN4CN(CN(C4)C2)C3)cc1	-1.6	-1.1	0.4	-4	-3	-3	0	.	-1
Cc1ccc2nc3c(cc(C(=O)NCc4ccco4)c(=N)n3C3CCCC3)c(=O)n2c1	i	0.6	1.9	-2	.	-1	2	-1.5	-12

The listing continues:
SMILES	BH1578 lux ind	PfHsp40 yeast	BoNT A protease	3CLpro inhibitor	SSB-PriA inh	Anthrax LF prot	Y pestis TopoI	TcdB GH inh	PrPC surface inh
COc1cc([N+](=O)[O-])c(OC)cc1SCc1n[nH]c(=S)n1-c1ccc(C)cc1	-0.3	-0.4	0.3	2	-3	6	4	0.8	-12
COC(=O)[C@H](C)NC(=O)Nc1cc(Cl)ccc1C	-12	-0.6	-1.3	3	5	-7	11	-0.7	0
N#Cc1c(NC(=O)C2C3C=CC(C3)C2C(=O)O)sc2c1CCCCC2 (stereo not drawn)	0.4	0.4	-0.5	0	-7	-1	6	1.1	-5
O=C(OCc1nc2ccsc2c(=O)[nH]1)c1cc(Br)c(Br)s1	i	-1.7	-0.4	.	-5	-3	1	1.1	-5
Cc1cc(Nc2nnnn2-c2ccccc2)n(-c2ccccc2)n1	-0.4	1.1	-1.4	1	4	-6	10	.	0
CC[N+](C)(CC)CCC(c1ccccc1)C1CCCCC1 (stereo not drawn)	i	-0.8	-2.3	-5	0	-8	-1	0.4	-1
COc1ccccc1/C(C)=N/NC(=S)NCc1ccccc1	-0.3	7.4	-0.9	6	.	-5	32	0.2	0
Cc1csc(=O)n1CCC(=O)O	-0.4	0.2	0.9	-3	-13	2	3	.	-6
CCC(C)[C@H](NC(=O)N1CC(=O)Nc2ccccc21)C(=O)N[C@@H](Cc1c[nH]c2ccccc12)C(=O)O (stereo partly drawn)	-0.3	-0.7	-0.6	-2	-1	-2	10	-4.3	5
O=C(O)CCC(=O)NNC(=O)c1cccc(Br)c1	i	-0.7	-1.1	2	-1	-1	6	.	-5
COCC1CCCCN1C(=O)c1ccc2oc(CCc3ccccc3)nc2c1 (stereo not drawn)	-3.6	-0.6	-0.7	3	-1	-4	37	0.2	1
COc1ccc(NC(=O)CCc2c(C)nc3nc(CNC(=O)c4cccc(F)c4)nn3c2C)cc1OC	-0.2	-0.4	1.3	1	5	0	8	0.0	2
CSc1ccc(CCNC(=O)c2cc(C)nn2-c2ccccc2)cc1	-0.1	0.6	-0.8	-2	-6	0	-4	-0.4	4
O=C(COC(=O)c1ccccc1Nc1ccccc1)NCc1ccccc1	1.6	-1.6	-2.1	4	-3	-9	23	.	-7
NNC(=O)C(=O)/C=C1\NC2(CCCC2)Cc2ccccc21	-0.4	.	.	0	.	.	-3	-0.4	-11
Cc1ccc(C(=O)Nc2ccc(S(=O)(=O)N3CCCC3)cc2)o1	i	0.1	0.9	8	8	0	5	0.7	-1
CCOc1ccccc1-n1c(O)c(C=Nc2c(C)n(C)n(-c3ccccc3)c2=O)c(=O)[nH]c1=O	-0.3	1.2	1.4	-2	-2	-3	4	.	5
COc1ccc(NC(=O)c2cccc(S(=O)(=O)N3CCc4ccccc43)c2)c(OC)c1	0.9	.	-0.6	.	.	-8	-2	0.7	8
CCOC(=O)c1c(NC(=O)CSc2nnc(-c3ccncc3)n2Cc2ccco2)sc(C(C)=O)c1C	-0.7	0.1	-0.8	1	10	-3	-8	.	-11
CCOC(=O)C1=C(c2ccccc2)NC(=O)NC1c1ccc(OC)cc1 (stereo not drawn)	-0.9	-0.7	-0.9	-5	-5	-3	4	-0.9	4
COc1ccccc1CN1CCN(Cc2nc(-c3ccc(C)cc3)oc2C)CC1	i	-1.8	5.5	-1	2	7	11	-6.9	0
NS(=O)(=O)c1ccc(NC(=O)Cn2ncc3c2-c2ccccc2OC3)cc1	-0.2	0.8	-1.9	2	-2	-2	-7	0.5	-5
CC(=O)NC(=S)Nc1cccc2c(C)cc(C)nc12	-0.3	-0.9	0.7	-3	5	0	-1	-0.2	-3
O=c1nc2s/c(=C\c3ccc(-c4ccccc4[N+](=O)[O-])o3)c(=O)n2nc1-c1ccccc1	-0.3	-0.1	1.5	-8	.	-1	-9	0.8	-9
CC(c1nc2ccccc2c(=O)[nH]1)N1CCCN(S(=O)(=O)c2ccc(F)cc2)CC1 (stereo not drawn)	-0.4	-0.8	-0.3	.	-2	-5	22	1.0	-4

Next section.
SMILES	BH1578 lux ind	PfHsp40 yeast	BoNT A protease	3CLpro inhibitor	SSB-PriA inh	Anthrax LF prot	Y pestis TopoI	TcdB GH inh	PrPC surface inh
COc1ccc(C(=O)CC2OC(=O)c3c2ccc(OC)c3OC)cc1 (stereo not drawn)	-4.3	0.4	-0.6	9	-12	2	1	.	-9
CC1CC(C)CN(C(=O)c2cc(-c3ccncc3)nc3ccccc23)C1 (stereo not drawn)	i	-1.7	0.4	.	6	-3	9	1.6	-1
CCOC(=O)N1CCC(NC(=O)c2ccc3c(c2)N=C(CC)c2ccccc2S3)CC1	i	1.7	0.4	1	-3	0	37	1.1	-4
O=C(Nc1cc(S(=O)(=O)N2CCCC2)ccc1Cl)c1cc(F)c(F)c(F)c1F	-3.3	-1.1	-0.3	.	-4	2	8	1.2	-3
COc1cc(S(=O)(=O)NCCCn2ccnc2)ccc1F	-0.8	-1.5	-2.1	5	-9	-19	-13	-0.3	7
O=C(CN1CCCCC1)NCCNC(=O)CN1CCCCC1	i	1.0	-0.6	-2	-29	-1	2	.	6
Cc1cnn(CCC(=O)NNC(=S)Nc2ccc(F)cc2)c1	i	0.3	.	5	-14	.	-8	.	-1
Cc1cccc(C(C)Nc2ccc([N+](=O)[O-])cn2)c1 (stereo not drawn)	.	2.7	-0.5	9	9	-4	8	.	-13
Cc1ccccc1-c1nnc2c3ccccc3c(C)nn12	-0.6	2.4	-0.2	4	2	-2	2	.	0
COC(=O)[C@@]1(C)[C@H]2C(=O)N(C)C(=O)[C@H]2[C@H]2CN=C(SCc3ccc(Cl)cc3)N21	-1.9	-2.2	-0.5	.	-6	-6	1	-6.4	3
COc1ccc(NC(=O)c2ccc3c(c2)C(=O)N(Cc2ccncc2)C3=O)cc1S(N)(=O)=O	-2.9	-0.4	0.0	.	-6	-1	-2	0.3	-5
Cc1ccc(NC(=S)NCCc2ccc(S(N)(=O)=O)cc2)cc1C	-0.7	-0.8	-0.5	5	-3	-2	-2	.	0
CCn1c(SCC(=O)Nc2ccc3c(c2)OCO3)nnc1-c1cnccn1	-0.7	0.2	?	4	-12	-13	3	.	5
CCCCOc1cccc(C(=O)NC(=S)Nc2cccc(C(F)(F)F)c2)c1	-0.1	-0.2	-0.2	-2	-19	-2	7	.	6
O=C(COc1ccccc1)NCC(=O)Nc1cccc(S(=O)(=O)NC2=NCCC2)c1	-0.3	0.8	-1.9	2	-1	-1	-3	-4.6	13
CN(/N=C/c1ccc([N+](=O)[O-])o1)c1ccccc1	-0.1	1.2	0.1	1	.	-2	-4	0.6	-43
O=C(O)c1ccc(NC(=S)NC(NC(=O)c2ccco2)C(Cl)(Cl)Cl)cc1 (stereo not drawn)	5.3	-0.3	-3.8	-3	-6	-5	-6	.	1
N#C/C(=C\c1ccccc1Br)C(=O)NC1CC1	7.7	-1.8	0.9	4	-4	2	4	2.2	5
Cc1cc(C)n(CCc2nc(-c3ccc(-c4ccccc4)cc3)cs2)n1	-0.4	-1.9	-0.5	5	-11	-1	26	0.1	14

Six neighbouring records already listed:
SMILES	BH1578 lux ind	PfHsp40 yeast	BoNT A protease	3CLpro inhibitor	SSB-PriA inh	Anthrax LF prot	Y pestis TopoI	TcdB GH inh	PrPC surface inh
CCOC(=O)N1CCC(NC(=O)c2ccc3c(c2)N=C(CC)c2ccccc2S3)CC1	i	1.7	0.4	1	-3	0	37	1.1	-4
O=C(Nc1cc(S(=O)(=O)N2CCCC2)ccc1Cl)c1cc(F)c(F)c(F)c1F	-3.3	-1.1	-0.3	.	-4	2	8	1.2	-3
COc1cc(S(=O)(=O)NCCCn2ccnc2)ccc1F	-0.8	-1.5	-2.1	5	-9	-19	-13	-0.3	7
O=C(CN1CCCCC1)NCCNC(=O)CN1CCCCC1	i	1.0	-0.6	-2	-29	-1	2	.	6
Cc1cnn(CCC(=O)NNC(=S)Nc2ccc(F)cc2)c1	i	0.3	.	5	-14	.	-8	.	-1
Cc1cccc(C(C)Nc2ccc([N+](=O)[O-])cn2)c1 (stereo not drawn)	.	2.7	-0.5	9	9	-4	8	.	-13
